Pol beta inh = blocks human DNA polymerase beta activity | P06746 | Pol beta primer extension/strand displacement, fluorescence kinetic | Potency, µM (top dose mostly 114 µM), without a hit: at the top dose activity change, negative = inhibition, hits mostly inhibitors | 340,000 compounds, 1.3% hits; further: potency means the concentration at half of the fitted maximal effect; on the % scale 0 is the no-effect control and ±100 the full control effect
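Curves were derived by four-parameter Hill fits of normalized qHTS data. The kinetic fluorescent primer-extension read was taken at 0 and 10 min after 50 nM substrate, following a 15 min room-temperature preincubation of 10 nM enzyme with compounds.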
LDHA inh = inhibitors of human lactate dehydrogenase A | P00338 | purified LDHA, NADH/diaphorase-resazurin fluorescence; hits give low values | activity change, % (values are at about 110 or 230 µM) | 480,000 compounds, 0.15% hits | AID 1347041; in the data active means activity change below about -30%; inconclusive means mostly about -25% to -30%;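 further: plate controls were DMSO wells for no effect and wells without enzyme for full effect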
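Human LDH5 at 2 nM final in Tris HCl pH 7.4 with 0.06 mM NADH and 0.2 mM pyruvate, reacted 5 minutes at room temperature. Remaining NADH coupled via diaphorase/resazurin; resorufin fluorescence read at 0 and 20 minutes, normalized to enzyme-free and DMSO wells.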
Pol kappa inh = inhibitors of human DNA polymerase kappa | Potency, µM (doses to about 107 µM), inactives show at the highest dose activity, negative = inhibition, usual class: inhibitors | Q9UBT6 | purified Pol kappa, fluorescent DNA synthesis assay, 10 min | 400,000 compounds, 0.53% hits; further: potency means the concentration at half of the fitted maximal effect; on the % scale 0 is the no-effect control and ±100 the full control effect
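10 nM Pol kappa preincubated 15 min at room temperature with compounds, then reaction started with substrate at 50 nM final. Fluorescence read kinetically at 0 and 10 min; buffer-only wells served as negative control.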
APE1 inh = blocks human APE1 abasic DNA cleavage | recombinant APE1, TAMRA/BHQ-2 abasic DNA cleavage fluorescence | Potency, µM (series often up to 65.8 µM), inactives show top-dose activity change, negative = inhibition, usual class: inhibitors | 350,000 compounds, 0.35% hits;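 further: potency means the concentration at half of the fitted maximal effect; plate controls were vehicle for no effect and reference inhibitor for full effect; nearly all actives have a fitted effect of over 55% in size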
Target sequence (P27695 whole entry, looked up): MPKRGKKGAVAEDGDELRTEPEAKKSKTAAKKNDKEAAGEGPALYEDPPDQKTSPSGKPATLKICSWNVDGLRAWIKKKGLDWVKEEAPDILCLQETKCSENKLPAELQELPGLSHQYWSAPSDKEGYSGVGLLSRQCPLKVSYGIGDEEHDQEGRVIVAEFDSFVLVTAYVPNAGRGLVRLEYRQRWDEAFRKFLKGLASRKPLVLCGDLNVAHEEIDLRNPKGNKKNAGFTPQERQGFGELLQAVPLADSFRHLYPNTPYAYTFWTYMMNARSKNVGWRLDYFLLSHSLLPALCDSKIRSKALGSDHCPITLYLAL
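Compound pre-exposure to 0.75 nM APE1, 15 min at ambient temperature. Reaction initiated with 50 nM TAMRA/BHQ-2 THF substrate, read immediately in kinetic mode, 525 nm excitation, 598 nm emission.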
Anesthetic bind = candidate novel general anesthetic via apoferritin binding. P02791. apoferritin/1-aminoanthracene competitive binding, fluorescence. Potency, µM (doses to about 77.5 µM), without a hit: at the highest dose activity change, negative = displacement, actives largely listed as inhibitors. 350,000 compounds, 0.074% hits. AID 485281; further: potency means the concentration at half of the fitted maximal effect; on the % scale 0 is the no-effect control and ±100 the full control effect; nearly all actives have a fitted effect of over 20% in size
Target sequence (P02791 2-175 limits assumed): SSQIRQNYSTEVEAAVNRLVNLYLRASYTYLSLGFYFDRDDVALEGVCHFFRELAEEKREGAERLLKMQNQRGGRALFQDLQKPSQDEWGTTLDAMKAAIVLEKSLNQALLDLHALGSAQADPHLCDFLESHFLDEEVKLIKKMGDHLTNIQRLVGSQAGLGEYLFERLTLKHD
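Probe: 1-aminoanthracene (50% saturated, PBS). Protein: horse-spleen apoferritin, 10 uM. Incubation: 10 min, room temperature. Detection: 380 nm excitation, 535 nm emission. Analysis: normalized response, four-parameter Hill.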
ERG-DNA inh = inhibitors of human ERG Ets domain-DNA interaction; P11308; fluorescence polarization, His-ERG Ets domain / labelled DNA; Potency, µM (series often up to 76.9 µM), inactives show top-dose FP activity, negative = inhibition, hits mostly inhibitors; 370,000 compounds, 0.028% hits; AID 624246; active means well fitted inhibition curve with a large enough effect in the polarisation, with a control signal flat; inconclusive means small, poorly fitted or top-dose-only effect, or effect the other way, or a change in a side signal; inactive means no such curve, though single readings can be large or run the other way; the % refers to the polarisation;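 further: polarization taken with two DNA probes labelled with fluorescein and Texas red; potency means the concentration at half of the fitted maximal effect; % of control where 0% means no effect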
Target sequence (P11308 whole entry, looked up, the tested form may be a part): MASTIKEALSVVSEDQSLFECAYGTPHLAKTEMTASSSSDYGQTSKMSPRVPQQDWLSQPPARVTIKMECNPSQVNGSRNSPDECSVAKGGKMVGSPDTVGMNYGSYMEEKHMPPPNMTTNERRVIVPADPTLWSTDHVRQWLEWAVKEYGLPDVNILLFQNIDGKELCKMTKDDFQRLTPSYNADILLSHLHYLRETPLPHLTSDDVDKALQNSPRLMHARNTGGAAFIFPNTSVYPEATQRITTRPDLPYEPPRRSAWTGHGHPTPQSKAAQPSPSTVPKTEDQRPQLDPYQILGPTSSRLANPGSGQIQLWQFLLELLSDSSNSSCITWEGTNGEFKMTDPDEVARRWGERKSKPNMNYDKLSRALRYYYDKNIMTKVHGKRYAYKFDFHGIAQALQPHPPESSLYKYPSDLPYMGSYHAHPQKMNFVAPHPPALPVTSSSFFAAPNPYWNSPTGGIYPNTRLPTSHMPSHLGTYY
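His-tagged ERG Ets domain (1 uM in the protein solution; 300mM KCl, 50mM Tris-HCl, 1mM EDTA, 1mM DTT, pH 7.5) received compound, then a probe mix of 5 nM fluorescein-DNA and 100nM Texas-615-DNA. Fluorescence polarization was read for both dyes.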
ALOX12 inh = blocks human arachidonate 12S-lipoxygenase | Potency, µM (series often up to 108 µM), for inactives: top-dose activity change, negative = inhibition, actives largely listed as inhibitors | AID 1671190 | 580,000 compounds, 1.1% hits | purified 12hLO, xylenol orange hydroperoxide absorbance; further: potency means the concentration at half of the fitted maximal effect; on the % scale 0 is the no-effect control and ±100 the full control effect
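Purified human 12hLO at 150 nM in 25 mM Hepes, 0.01% Triton X-100, pH 7.0, preincubated 15 min at room temperature with compound. Reaction started with 40 uM arachidonic acid, 30 min at room temperature. Hydroperoxide measured by Fe-xylenol orange, 573/405 nm absorbance ratio.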
POLH inh = blocks human DNA polymerase eta activity; recombinant Pol eta, fluorescent DNA replication assay; 390,000 compounds, 1.2% hits; Q9Y253; AID 588591; Potency, µM (doses to about 114 µM), inactives show top-dose activity change, negative = inhibition, most hits filed as inhibitors; further: potency means the concentration at half of the fitted maximal effect; on the % scale 0 is the no-effect control and ±100 the full control effect
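Pol eta at 10 nM preincubated with compounds 15 min at room temperature; reaction started with fluorescent substrate (50 nM final) and read kinetically at 0 and 10 min.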
RGS4 inhibitor = blocks human RGS4-accelerated GTP hydrolysis | P49798 | AID 504845 | Transcreener GDP fluorescence polarization, RGS4-accelerated GTP hydrolysis | 390,000 compounds, 0.039% hits | Potency, µM (titrated, usually from 114 µM), for inactives: at the top dose activity change, negative = inhibition, most hits filed as inhibitors; further: potency means the concentration at half of the fitted maximal effect; on the % scale 0 is the no-effect control and ±100 the full control effect; nearly all actives have a fitted effect of over 75% in size; some results filed as inactive show a strong effect at the top dose
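MLSMR compounds (23 nl, pin-transferred) preincubated 10 min at room temperature with a 500nM (2x) first reagent, then RGS4 at 900nM (2x) plus Transcreener GDP mix added; fluorescence polarization (620/688 nm) read before and after 90 min at 30 °C.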
Active calls of the source: *; & = joins results of further samples; [ ] = another dose, or the depositor's remark. Unless noted, the call rests on the fitted dose curve; in most records, active means well fitted curve in the direction sought with a large enough effect; inconclusive means small, poorly fitted or top-dose-only effect, or another doubt; inactive means no such curve, though single readings can be large; an effect the other way counts as inactive or inconclusive.

`CC1(C)C(N(O)C(=O)Nc2ccccc2)N(c2cccc(Cl)c2)C(=O)N1O` (centres undefined) gave Pol beta inh 19%, LDHA inh 0, Pol kappa inh -21%, APE1 inh 19%, Anesthetic bind -13%, ERG-DNA inh 1%, ALOX12 inh 0%, POLH inh -6% and RGS4 inhibitor 1%.
Screening FC(F)(F)c1ccc(Oc2ccc3ccccc3c2Br)nc1 returned Pol beta inh -16%, LDHA inh -1, Pol kappa inh -10%, APE1 inh 17%, Anesthetic bind 4%, ERG-DNA inh -25%, ALOX12 inh -5%, POLH inh -12% and RGS4 inhibitor -39%.
CCN(CC)C(=O)Cc1c(O)c2ccccc2[nH]c1=O was read as Pol beta inh 3%, LDHA inh -1, Pol kappa inh -25%, APE1 inh -3%, Anesthetic bind -2%, ERG-DNA inh 9%, ALOX12 inh -1%, POLH inh -3% and RGS4 inhibitor 19%[11.4 µM].
Screening CCCSc1nc2sc3c(c2c(=O)n1-c1ccc(C)cc1)CCCC3 returned Pol beta inh 8%, LDHA inh -6, Pol kappa inh -11%, Anesthetic bind -5%, ERG-DNA inh 3%, ALOX12 inh -14%, POLH inh inconclusive and RGS4 inhibitor -5%.
For CC(C(=O)NCCSCc1cccc(Cl)c1)N(c1ccccc1)S(C)(=O)=O (centres undefined) the results were Pol beta inh -2%&7%, LDHA inh 1&-3, Pol kappa inh -10%&-5%, APE1 inh 59%[activator], Anesthetic bind -13%&99%, ERG-DNA inh -5%&-4%, ALOX12 inh 352%&0%[activator], POLH inh -7%&-15% and RGS4 inhibitor -13%&2%.
`CN1CCC(=NNC(=O)C(=O)NCc2ccccc2)CC1` gave Pol beta inh -21%, LDHA inh -6, Pol kappa inh 0%, APE1 inh -2%, Anesthetic bind -1%, ALOX12 inh 24%, POLH inh -13% and RGS4 inhibitor -3%.
OC[C@H]1OC(O)[C@@H](O)[C@@H](O)[C@@H]1O (some centres undefined) was read as LDHA inh -3, Pol kappa inh 12%, APE1 inh -17%&-5%, Anesthetic bind -5%, ERG-DNA inh inconclusive, ALOX12 inh 2%, POLH inh -2% and RGS4 inhibitor -5%.
For O=C(NCc1nc2ccccc2[nH]1)C1=C[C@H](C2CCCCC2)C[C@H](OCc2ccc(CO)cc2)O1 the results were Pol beta inh inconclusive, LDHA inh 0, Pol kappa inh -1%, APE1 inh 0%, Anesthetic bind -11%, ERG-DNA inh -8%, ALOX12 inh -14%, POLH inh inconclusive and RGS4 inhibitor -5%.
For COc1cccc(C2CC(c3ccc(Br)cc3)=NN2C(=O)c2ccncc2)c1OC (centres undefined) the results were Pol beta inh 0%, LDHA inh 0, Pol kappa inh -10%, APE1 inh 6%, Anesthetic bind -18%, ERG-DNA inh -1%, ALOX12 inh -4%, POLH inh -13% and RGS4 inhibitor 16%.
Screening NC(=O)COC(=O)c1ccc(Cl)c(S(=O)(=O)N2CCCCCC2)c1 returned Pol beta inh -2%, LDHA inh -2, Pol kappa inh -3%, APE1 inh -2%, Anesthetic bind -9%, ERG-DNA inh 3%, ALOX12 inh 4%, POLH inh -1% and RGS4 inhibitor -30%.
`Clc1cccc(-c2ccc(/C=N/n3cnnc3)o2)c1` gave Pol beta inh 3%, LDHA inh 0, Pol kappa inh -14%, APE1 inh -11%, Anesthetic bind -7%, ALOX12 inh -13%, POLH inh -2% and RGS4 inhibitor 13%.
For C=CCn1c(SCC(=O)NC(=O)NC2CCCC2)nnc1C1CCCCC1 the results were Pol beta inh 0%, LDHA inh -2, Pol kappa inh 1%, APE1 inh 7%, Anesthetic bind -5%, ERG-DNA inh 2%, ALOX12 inh 4%, POLH inh -12% and RGS4 inhibitor -5%.
For CC(C)Cc1nnc(NC(=O)CCC(=O)N2CCN(c3ccccc3F)CC2)s1 the results were Pol beta inh 1%, LDHA inh -2, Pol kappa inh -4%, APE1 inh 22%, Anesthetic bind -2%, ERG-DNA inh 4%, ALOX12 inh 0%, POLH inh -2% and RGS4 inhibitor 11%.
For CCCS(=O)(=O)c1c(S(=O)(=O)CCC)c2ccc(C(N)=O)cn2c1C(=O)c1ccc(F)cc1 the results were Pol beta inh 45%, LDHA inh -3, Pol kappa inh -12%, APE1 inh 1%, Anesthetic bind -3%, ERG-DNA inh 3%, ALOX12 inh -14%, POLH inh -6% and RGS4 inhibitor -3%.
Cc1cc(=O)oc2c(C)c(OCC(=O)NCCc3ccc(S(N)(=O)=O)cc3)ccc12 was read as Pol beta inh -15%, LDHA inh -2&3, Pol kappa inh 17%, APE1 inh 67%[activator], Anesthetic bind 1%, ERG-DNA inh 12%, ALOX12 inh -26%&0%, POLH inh -6% and RGS4 inhibitor -29%[56.9 µM].
Screening Cc1noc(C)c1C(=O)Nc1ccc(F)cc1F returned Pol beta inh 1%, LDHA inh -7, Pol kappa inh -13%, APE1 inh -2%, Anesthetic bind -6%, ERG-DNA inh 5%, ALOX12 inh 27%, POLH inh 1% and RGS4 inhibitor -46%.
For N#CC1(NC(=O)CN2c3cccc4cccc(c34)S2(=O)=O)CCCCC1 the results were LDHA inh 9, Pol kappa inh -21%, APE1 inh 19%, ERG-DNA inh 19%, ALOX12 inh -11%, POLH inh -6% and RGS4 inhibitor -6%.
CC(C)CNC(=S)NC(=O)c1ccc(Cl)cc1 was read as Pol beta inh -6%, LDHA inh -4, Pol kappa inh -1%, APE1 inh -6%, Anesthetic bind 1%, ERG-DNA inh 4%, ALOX12 inh 8.9µM*, POLH inh -24% and RGS4 inhibitor -47%.
`CC1=C(C(=O)Nc2ccccc2)C(c2ccc(C(C)C)cc2)N2C(=O)CSC2=N1` (centres undefined) gave Pol beta inh 1%, LDHA inh -5, Pol kappa inh 2%, APE1 inh -5%, Anesthetic bind -10%, ALOX12 inh 3%, POLH inh -10% and RGS4 inhibitor 3%.
For Cc1cc(C(=O)CN2C(=O)c3cccc(N)c3C2=O)c(C)n1Cc1cccs1 the results were Pol beta inh 6%, LDHA inh 3, Pol kappa inh -12%, APE1 inh -2%, Anesthetic bind 615%[activator], ERG-DNA inh 2%, ALOX12 inh 17%, POLH inh -10% and RGS4 inhibitor -31%[11.4 µM].
Screening O=C(CCc1nc2ccccc2c(=O)[nH]1)Nc1ccc(F)cc1 returned Pol beta inh 24%, LDHA inh -12, Pol kappa inh -12%, APE1 inh -2%, Anesthetic bind -5%, ERG-DNA inh 4%, ALOX12 inh inconclusive, POLH inh -18% and RGS4 inhibitor -15%.
`Brc1cccc(-c2nnc3sc(CN4CCC5(CC4)OCCO5)cn23)c1` gave Pol beta inh 25%, LDHA inh -13, Pol kappa inh 1%, APE1 inh -2%, Anesthetic bind -8%, ERG-DNA inh -8%, ALOX12 inh 10%, POLH inh -2% and RGS4 inhibitor -13%.
`CCOc1ccc(S(=O)(=O)N2CCC(C(=O)NCc3ccccc3CN3CCCC3)CC2)cc1` gave LDHA inh 1, Pol kappa inh 7%, APE1 inh -1%, ERG-DNA inh -1%, ALOX12 inh -4%, POLH inh -7% and RGS4 inhibitor -17%.
Cc1nn(CC(=O)NC2C(=O)N3C(C(=O)O)=C(CSc4nnnn4C)CSC23)cc1Br (centres undefined) was read as Pol beta inh 32µM*, LDHA inh -1, Pol kappa inh -19%, APE1 inh inconclusive, Anesthetic bind 2%, ERG-DNA inh -9%, ALOX12 inh 1%, POLH inh inconclusive and RGS4 inhibitor -54%.
Screening CC(C)Cn1c(=O)c2c(nc3n2CCCN3CCc2ccccc2)n(C)c1=O returned Pol beta inh 26%, LDHA inh -3, Pol kappa inh -12%, APE1 inh 0%, Anesthetic bind -22%, ERG-DNA inh 3%, ALOX12 inh -2%, POLH inh -13% and RGS4 inhibitor 12%.
O=C(Nc1nnc(C2=COCCO2)o1)c1cccc(F)c1 was read as Pol beta inh 13%, LDHA inh -19, Pol kappa inh -4%, APE1 inh 27%, Anesthetic bind -10%, ERG-DNA inh -2%, ALOX12 inh 3%, POLH inh -12% and RGS4 inhibitor 9%.
Cc1cccc(N2CN(Cc3ccco3)CNC2=S)c1C was read as Pol beta inh 32%, LDHA inh 0, Pol kappa inh -13%, APE1 inh 8%, Anesthetic bind -11%, ERG-DNA inh -3%, ALOX12 inh -4%, POLH inh -8% and RGS4 inhibitor 14%.
For CC1CN(C(=O)COC(=O)/C=C/c2ccc(C(F)(F)F)cc2)CC(C)O1 (centres undefined) the results were LDHA inh -10, Pol kappa inh -5%, APE1 inh 2%, ERG-DNA inh -11%, ALOX12 inh 63%[activator], POLH inh -18% and RGS4 inhibitor 13%.
`Cc1ccc(-c2noc(C3CCCN(C(=O)c4cccc(F)c4)C3)n2)cc1` (centres undefined) gave Pol beta inh -8%, LDHA inh -3, Pol kappa inh 3%, APE1 inh 38%, Anesthetic bind -14%, ERG-DNA inh 8%, ALOX12 inh inconclusive, POLH inh -17% and RGS4 inhibitor 5%.
Screening CC(C)(C)NC(=O)c1nc2nc(-c3ccccc3)cc(C(F)(F)F)n2n1 returned Pol beta inh 38%, LDHA inh 0, Pol kappa inh -1%, APE1 inh 12%, Anesthetic bind -4%, ERG-DNA inh 7%, ALOX12 inh -17%, POLH inh -13% and RGS4 inhibitor 6%.

Only part of the results is shown; rates above refer to the full screens.
